Assay outcomes (PubChem)
dFosB activator: mouse delta FosB homodimer activation; activation, % at 25 µM; actives 0.99% (n = 340,000); AID 493131; purified delta FosB, TAMRA-CDK5 oligo fluorescence polarization; percent of positive-control signal above neutral wells;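 active = mean activation above about 17%, with every replicate also reaching it, limit read from the data, passing the limit was not always enough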;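 also: fluorescence polarization rise as delta FosB binds a TAMRA Cdk5 AP-1 oligo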
Rtt109 HAT inh: inhibitors of Candida albicans Rtt109/Vps75 histone acetyltransferase | Q5AAJ8 | purified Rtt109/Vps75, ThioGlo CoA-SH fluorescence, 4 h | inhibition, % at 34.9 µM | actives 0.16% (n = 330,000) | AID 540336;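 active = inhibition of at least 50% in every replicate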
Target sequence (Q5AAJ8 whole entry, looked up): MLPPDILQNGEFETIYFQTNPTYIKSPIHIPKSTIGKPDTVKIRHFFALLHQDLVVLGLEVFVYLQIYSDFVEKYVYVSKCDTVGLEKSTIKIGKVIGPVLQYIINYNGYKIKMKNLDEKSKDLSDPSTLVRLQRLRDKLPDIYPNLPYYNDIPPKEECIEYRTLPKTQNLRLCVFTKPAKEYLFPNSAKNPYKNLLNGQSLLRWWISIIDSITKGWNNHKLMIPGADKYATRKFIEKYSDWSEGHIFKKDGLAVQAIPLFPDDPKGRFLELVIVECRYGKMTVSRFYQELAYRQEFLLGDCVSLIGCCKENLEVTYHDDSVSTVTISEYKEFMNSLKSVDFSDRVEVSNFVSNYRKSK
CAL PDZ FP-1: blocks peptide binding to human CAL PDZ domain; purified CAL PDZ, TMR-peptide fluorescence polarization, 1 h; inhibition, % at 20 µM; actives 0.02% (n = 330,000); AID 504414;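 active = highest replicate inhibition of at least 40%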;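 also: plate controls were DMSO neutral control wells for no effect and unlabeled competitor peptide control wells for full effect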
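Test system: purified CerCALP PDZ construct; Compound dosing: one concentration, 20 µM compound; Also added: TMR-labelled reporter peptide T*-PRC34 bound in PDZ groove; Read-out: inhibition from polarization loss; Controls: unlabelled peptide and DMSO controls; Signal: FP readout, S and P plane fluorescence; Incubation: 1 h at RT.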
MITF act: increases MITF-driven TRPM1 promoter luciferase signal; actives 0.75% (n = 300,000); SK-MEL-5 TRPM1-promoter luciferase, 24 h; % of positive control, neutral wells = 0; activation, % at 12.5 µM;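 active = mean activation of at least 80% with every replicate also reaching 80%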;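 also: 0% = neutral control wells and 100% = parthenolide positive control wells; values of inactives mirror those of a sister screen read the other way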
CDK5 p35 inh: CDK5/p35 (human) kinase inhibition | Q00535+Q15078 | AID 488839 | actives 0.01% (n = 330,000) | inhibition, % at 10 µM | Recombinant CDK5/p35, ADP-Glo luminescence, 60 min;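 active = highest replicate inhibition of at least 50% and at least 75% of replicates reaching 50%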;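 also: plate controls were DMSO neutral control for no effect and GW8510 at 10 µM for full effect; many of its hits are not listed in these tables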
Target sequence (Q00535 whole entry, looked up): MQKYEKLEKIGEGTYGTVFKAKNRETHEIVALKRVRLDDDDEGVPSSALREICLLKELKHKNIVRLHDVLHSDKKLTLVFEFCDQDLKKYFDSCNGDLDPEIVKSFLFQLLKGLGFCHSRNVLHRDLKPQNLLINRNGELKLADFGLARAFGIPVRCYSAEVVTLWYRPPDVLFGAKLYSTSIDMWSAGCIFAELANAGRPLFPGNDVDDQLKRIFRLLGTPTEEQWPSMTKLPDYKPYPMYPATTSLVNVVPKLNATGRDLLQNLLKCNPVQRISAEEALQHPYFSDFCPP
Target sequence (Q15078 whole entry, looked up): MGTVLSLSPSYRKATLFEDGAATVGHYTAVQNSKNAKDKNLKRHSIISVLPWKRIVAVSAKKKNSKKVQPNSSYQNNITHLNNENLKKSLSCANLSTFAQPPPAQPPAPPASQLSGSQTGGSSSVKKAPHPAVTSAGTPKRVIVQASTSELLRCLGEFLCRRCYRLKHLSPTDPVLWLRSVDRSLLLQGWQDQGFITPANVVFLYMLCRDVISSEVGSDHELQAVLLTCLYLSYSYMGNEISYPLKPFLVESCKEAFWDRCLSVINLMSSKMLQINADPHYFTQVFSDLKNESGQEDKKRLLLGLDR
CAL PDZ FP-2: blocks peptide binding to the human CAL PDZ domain. Q9HD26. purified CAL PDZ, TMR-peptide fluorescence polarization, 1 h. inhibition, % at 24.9 µM. actives 0.92% (n = 300,000). AID 602252;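 active = mean inhibition of at least 30% with at least half of replicates also reaching 30%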;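 also: 0% = DMSO neutral control and 100% = excess unlabeled competitor peptide PRC23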
V-ATPase pHluor: yeast V-ATPase proton transport regulation by pHLuorin | response, % at 10 µM | S. cerevisiae, pHLuorin cytosolic pH fluorescence | AID 504577 | actives 0.37% (n = 350,000); in the data active = response mostly above about 7.3%, no sharp cut-off; inactive = mostly below about 5.4%; also: actives read high; inactives centre near 0; some compounds called inactive have numbers as strong as hits
RTF Ca sens act: increases calcium sensitivity of human cardiac regulated thin filaments; P19429+P45379; IANBD-labeled TnC RTF fluorescence at EC20 calcium; 0% EC20 calcium, 100% full calcium; activation, % at 7.2 µM; actives 0.24% (n = 340,000); AID 493008;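 active = activation above the mean over all tested compounds plus 3 SD, cut at about 30% in these data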;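 also: rise in fluorescence read as greater calcium sensitivity of cardiac thin filaments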
Tat export inh: inhibitors of E. coli Tat protein transport; inhibition, % at 10 µM; actives 0.036% (n = 340,000); E. coli MC4100 TorA-mCherry Tat export, fluorescence;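 active = mean replicate inhibition at least 50% and at least half of replicates individually reaching 50%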;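 also: exported cargo escapes ClpAP degradation while cytoplasmic cargo is degraded and loses fluorescence; 0% = median of neutral control wells and 100% = median of NaSCN control wells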
Wnt act: Wnt/beta-catenin pathway activation. Wnt/beta-catenin reporter cell assay, activator, plate reader. actives 1.2% (n = 300,000). AID 743398. activation, % at 9.35 µM; in the data active = activation above about 30%, passing the limit was not always enough;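 also: 0% = neutral control wells and 100% = positive control wells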
An asterisk follows results filed as active; · = not tested or not shown.

dFosB activator	Rtt109 HAT inh	CAL PDZ FP-1	MITF act	CDK5 p35 inh	CAL PDZ FP-2	V-ATPase pHluor	RTF Ca sens act	Tat export inh	Wnt act	mol
-5	-2	0.3	-4	-2.1	6	1	-1	0	-2	COC(=O)c1cc2c(n(Cc3ccccc3)c1=O)CCCC2=O
1	-3	0.0	61	2.0	1	-1	0	-5	6	Cc1cccc(C(=O)NC(=O)Nc2c(C)cc(C)nc2C)c1
-3	-5	0.0	-3	-1.9	-11	3	3	-1	-2	CCOC(=O)c1ccc(NC(=O)CC2C(=O)OCCN2CC)cc1 (stereo not given)
-19	1	-0.2	-2	-0.9	5	2	5	11	-5	CC1CCN(C(=O)c2ccc(CNS(=O)(=O)c3ccc(C(C)(C)C)cc3)cc2)CC1
-11	·	-3.1	18	3.8	-1	·	-2	6	7	CCOc1ccc(-c2nc(C#N)c(NCc3ccco3)o2)cc1
-2	2	-0.6	17	0.5	-5	-10	-5	-11	2	Cc1ccnc(NC(=O)CNC(=O)c2ccccc2)c1
4	6	0.1	2	0.4	-3	0	-3	-8	-2	Oc1ccc2ccccc2c1CN1CC2CCC(CC2)C1
-2	-5	-1.7	-6	1.8	4	2	-1	4	-1	COC(=O)c1cc(COC(=O)COc2ccc(C)c(C)c2)oc1C
6	2	-1.4	-1	·	-1	-3	-2	-3	0	CC(C)[C@H](NC(=O)N1CC(=O)Nc2ccccc21)C(=O)N[C@@H](C(=O)O)c1ccccc1
-4	7	-0.3	8	-1.7	-2	0	4	-11	·	O=c1[nH]c(NC2CCCCC2)c([N+](=O)[O-])c(=O)[nH]1
-10	12	-1.6	-17	-1.4	-2	-2	2	-9	·	COc1ccc(S(=O)(=O)Nc2ccccc2C(=O)NCc2ccco2)cc1Br
-2	-4	-0.8	29	1.5	·	-2	1	3	11	COc1ccccc1/C=C/C(=O)NC(=S)N1CCOCC1
-3	4	-0.7	7	1.1	0	0	8	-4	-2	CC(=O)c1ccccc1N(C(=O)c1ccco1)C(C(=O)NC1CCCC1)c1ccc(N2CCOCC2)cc1 (stereo not given)
2	-10	-0.1	-2	-0.1	-5	2	0	-11	·	Cc1nnsc1SCCNC(=O)c1ccc(F)cc1
-11	-3	-0.4	14	0.3	-1	0	5	14	2	Cc1ccc(CN(Cc2ccccn2)C(=O)Nc2ccc(C)c(C)c2)cc1
-11	2	-1.2	-10	-1.1	·	-1	-14	-2	2	CN(CC(=O)Nc1ccc(N2CCOCC2)cc1)C(=O)CCCOc1ccc(Cl)cc1Cl
-9	3	0.0	-5	-1.1	3	2	5	0	0	Cc1ccc(C(=O)COC(=O)CCN2C(=O)C3C4C=CC(C5CC45)C3C2=O)cc1 (stereo not given)
0	8	·	23	-1.0	1	5	-2	4	·	Cc1ccc(S(=O)(=O)C(C)C(=O)c2ccc3c(c2)OCCO3)cc1 (stereo not given)
0	2	·	-8	1.7	0	11	5	1	-6	Cc1cccc(C2=N/C(=C\c3cccnc3)C(=O)O2)c1
-17	-6	-1.2	7	0.8	-2	1	-2	3	·	CCOC(=O)Cn1nnnc1CN(Cc1ccc(OC)cc1)Cc1cc2cc(C)ccc2[nH]c1=O
-5	-11	-1.2	-2	-2.8	1	0	-1	0	-1	C=CCOCCN(CCOCC=C)C1=NS(=O)(=O)c2ccccc21
3	-5	-2.2	-4	-0.4	-4	3	6	-3	-1	COc1ccccc1NC(=O)CCC(=O)Nc1ccccc1OC
2	12	-0.1	3	-0.1	·	-8	12	-11	2	CCCCCc1nc2c(c(=O)c3ccccc3n2C)c(=O)n1Cc1ccc(OC)cc1
10	·	1.4	·	0.4	-4	2	5	-11	49*	O=C(Nc1ccc2c(c1)Cc1ccccc1-2)c1ccccc1F
7	-3	-0.3	·	-0.3	-3	-1	-3	4	-3	COCCn1c(N2CCCC2)nc2c1c(=O)[nH]c(=O)n2C

2 of these compounds, reformatted:
O=c1[nH]c(NC2CCCCC2)c([N+](=O)[O-])c(=O)[nH]1
  dFosB activator: -4 | Rtt109 HAT inh: 7 | CAL PDZ FP-1: -0.3 | MITF act: 8 | CDK5 p35 inh: -1.7 | CAL PDZ FP-2: -2 | V-ATPase pHluor: 0 | RTF Ca sens act: 4 | Tat export inh: -11 | Wnt act: ·
COc1ccc(S(=O)(=O)Nc2ccccc2C(=O)NCc2ccco2)cc1Br
  dFosB activator: -10 | Rtt109 HAT inh: 12 | CAL PDZ FP-1: -1.6 | MITF act: -17 | CDK5 p35 inh: -1.4 | CAL PDZ FP-2: -2 | V-ATPase pHluor: -2 | RTF Ca sens act: 2 | Tat export inh: -9 | Wnt act: ·

Going on with the list:
dFosB activator	Rtt109 HAT inh	CAL PDZ FP-1	MITF act	CDK5 p35 inh	CAL PDZ FP-2	V-ATPase pHluor	RTF Ca sens act	Tat export inh	Wnt act	mol
7	-3	-2.2	-16	1.0	-4	·	3	-2	·	Cc1[nH]c2ccccc2c1C(=O)CSc1nc2ccccc2c(=O)n1CCCN1CCOCC1
1	-3	-1.1	-8	0.9	16	0	7	1	1	C=CCNC(=S)Nc1cc(S(=O)(=O)N2CCOCC2)ccc1-n1cncn1
-3	-9	-1.9	-8	-1.1	-4	0	3	-11	2	Cc1cccc(CN2CCC(C(=O)Nc3ccc(-n4nc(C)cc4C)cc3)CC2)n1
-11	-2	0.1	-13	-0.7	-3	1	4	4	·	CO/N=C/c1ccc(N2CCN(C(=O)c3ccc(C)cc3)CC2)c([N+](=O)[O-])c1
3	-1	-0.1	·	1.6	-6	-4	-3	6	-1	Nc1nc(NCC(=O)O)nc(N2CCCCCC2)c1[N+](=O)[O-]
-10	-3	-0.4	-6	2.7	25	6	0	1	-1	CCOc1ccc(N2CC(C(=O)NCCN3C(=O)S/C(=C/c4cccnc4)C3=O)CC2=O)cc1 (stereo not given)
-3	0	-2.5	-5	1.2	-2	0	2	3	-2	CCc1nnc(NC(=O)CCC(=O)N2CCN(C3CCCCC3)CC2)s1
2	-16	-0.9	26	-1.8	-3	-3	-6	0	13	Nc1cc([N+](=O)[O-])cc2oc(-c3ccccc3)cc12
-10	-2	-0.5	·	-1.3	·	-1	·	-8	15	CC1(C)CC(=O)C(N=Nc2c(F)cccc2F)=C(O)C1
0	2	-0.7	7	1.8	-2	-1	-5	8	-7	NC(=O)CC(NC(=O)Cc1ccc(Cl)cc1)c1ccc(NC2CCCCCC2)c([N+](=O)[O-])c1 (stereo not given)
-11	9	-6.6	-7	-0.2	1	0	5	-2	1	COc1ccc(CCNC(=O)c2ccco2)cc1OC
3	2	1.1	13	1.8	1	2	2	7	1	CCOC(=O)c1[nH]c(C)c(C(=O)NCC2CCCO2)c1C (stereo not given)
-2	-1	-1.3	0	-0.8	-9	1	-7	0	2	CC(C)c1cc(=O)n2[nH]c(SCc3ccc(Cl)cc3)nc2n1
-1	4	-2.3	12	0.2	-10	4	-1	-2	-10	CN1CCC(N(C)S(=O)(=O)c2ccc(NC(=O)COc3ccc(Cl)cc3)cc2)CC1
-10	34	-3.0	·	-0.6	-5	-1	-9	11	·	CCOC(=O)C1Cn2c(nc3c(c2=O)C(C)(CC)Cc2ccccc2-3)S1 (stereo not given)
-17	33	-1.0	-95	2.5	1	-2	14	10	-9	CC(C)(C)C1CCC(CN2C(Nc3ccccc3)=NC[C@@H]2Cc2ccccc2)CC1 (stereo not given in full)
-3	3	0.9	·	0.9	-2	0	-2	-1	17	Cc1ccc(C2C(C(=O)c3ccco3)=C(O)C(=O)N2c2ncccn2)cc1 (stereo not given)
0	-6	-2.2	3	0.6	-5	1	-1	-20	·	C=CC[N+](C)(C)CC(=O)OCc1ccccc1
-8	5	1.6	·	-0.7	·	-1	2	1	-1	Cc1ccc(SCc2c(C#N)c3ccccc3n2C)cc1
4	6	-0.5	·	-1.3	-1	3	-9	-1	3	Cc1ccc([N+](=O)[O-])c(OCCN2CCc3ccccc3C2)c1
-3	0	-0.6	-26	-1.3	89*	1	-8	5	-4	Cc1ccc(NS(=O)(=O)c2cccc(C(=O)NC3CCN(Cc4ccccc4)CC3)c2)cc1
10	-1	1.0	3	0.8	-1	0	-4	6	0	CCC(=O)Nc1cc(C)c(NC(=O)c2ccco2)cn1
3	-4	-1.6	17	-0.3	-3	-3	-4	7	-4	O=C(NN=Cc1ccccc1Cl)c1ccc(-n2cnnn2)cc1
4	0	-3.1	8	-6.5	-4	2	-3	-5	0	Clc1ccc(CNc2cnccn2)cc1
-8	-6	0.6	·	0.4	-2	4	2	-1	-2	CN(C)c1nn(C(=O)Nc2cccc(C(F)(F)F)c2)cc1-c1ccccc1
-7	1	-1.3	8	-0.7	·	4	2	-10	0	CCC(=O)Nc1ccccc1C(=O)NC1CCCCC1
-5	5	-0.8	·	0.6	-8	1	4	-7	-2	CC(=O)c1ccc(NC(=O)C2(c3ccccc3)CC2(Cl)Cl)cc1 (stereo not given)
-3	-233	-1.5	-12	-0.4	-2	1	-1	-2	-2	Nc1ccc2c(C(F)(F)F)cc(C(F)(F)F)nc2n1
1	-1	-0.8	1	-2.1	·	-4	-3	-1	-2	COC(=O)CCN(C(=O)c1ccc(N2CCCC2)c([N+](=O)[O-])c1)c1ccccn1
-3	·	-1.6	-7	0.3	-2	1	-5	3	0	O=C(CC1SC(=NCC2CCCO2)NC1=O)Nc1cccc2ccccc12 (stereo not given)
-10	6	0.4	-2	1.1	·	0	-3	-4	-3	O=C(CCNS(=O)(=O)c1ccccc1F)N1CCN(C/C=C/c2ccccc2)CC1
-6	-2	-0.1	-4	2.4	·	2	4	6	1	CCC(C(=O)OCC(=O)N1CCN(c2ccc(OC)cc2)CC1)c1ccccc1 (stereo not given)
-3	-6	-0.6	-2	-0.6	-2	0	-6	-5	·	COC(=O)c1cc(S(=O)(=O)NC2CCN(Cc3ccccc3)CC2)cn1C
9	8	0.9	1	-2.4	·	-3	-2	-1	·	CC(=O)NCC12CC3CC(C1)CC(C(=O)O)(C3)C2
-17	-13	-1.7	-3	1.4	-3	-1	10	-8	-1	CCc1nn2c(N(C)CCO)cc(C)nc2c1-c1ccc(F)cc1
2	-6	-2.0	·	-0.2	·	9	2	0	-4	CCCCCCn1c(CN2CCN(C(=O)c3ccco3)CC2)nc2c1c(=O)n(C)c(=O)n2C
1	16	0.0	8	0.2	-2	-4	1	-2	2	Cc1ccc(NC(=O)CN(C)C(=O)c2sc3cc(Cl)ccc3c2Cl)cc1
-7	-11	0.7	4	1.8	0	-5	-1	-6	-3	CC(=O)Nc1ccc(NC(=O)C2CCCN2C(=O)Nc2ccc(F)cc2)cc1 (stereo not given)
1	3	-1.0	-10	-5.6	8	4	-4	3	·	O=C1c2cccnc2C(=O)N1Cc1ccc(S(=O)(=O)N2CCOc3ccc(Cl)cc32)cc1
-4	1	·	-7	-4.4	-3	11	2	7	0	CC(C)OC(=O)c1nnn(-c2nonc2N)c1CSc1ccccn1
-14	30	-0.7	1	0.0	·	-8	0	-2	0	CCC1(C)NC(=O)N(CC(=O)N2N=C(c3ccccc3)CC2c2ccc(OC)cc2)C1=O (stereo not given)
-9	-1	-0.3	-5	-0.2	-2	-1	6	7	-2	CC[n+]1c(-c2ccc(C)cc2)csc1Nc1c(C)n(C)n(-c2ccccc2)c1=O
2	4	-1.1	2	-1.0	-4	0	0	-1	-2	COCCNC(=O)c1cc(-c2ccccc2)nn1CC1CC(c2cccnc2)=NO1 (stereo not given)
